Screening results (PubChem BioAssay)
Rac1 wt modul – modulators of human Rac1 wildtype GTP binding. 190,000 compounds, 0.27% hits. P63000. GST-Rac1 beads, fluorescent GTP binding, flow cytometry; actives lie on both sides; 0 = cold GTP competed, 100 = untreated. GTP binding activity (% of control), % at 10 µM. AID 757;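 active = GTP binding activity at least 20 points away from the 100% control level, either lower or higher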
Mcl1 Bid PPI – Mcl-1/Bid interaction inhibition | 220,000 compounds, 0.97% hits | inhibition, % at 21.7 µM | TR-FRET Mcl-1/Bid-Dy647 peptide binding, 1536-well | Q07820;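 active = compounds that cut the binding signal by more than half at the single screening dose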;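 also: His-tagged Mcl-1 with europium anti-His antibody binding Bid BH3 peptide; 0% = Mcl-1 plus peptide wells and 100% = peptide-only wells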
Target sequence (Q07820 whole entry, looked up): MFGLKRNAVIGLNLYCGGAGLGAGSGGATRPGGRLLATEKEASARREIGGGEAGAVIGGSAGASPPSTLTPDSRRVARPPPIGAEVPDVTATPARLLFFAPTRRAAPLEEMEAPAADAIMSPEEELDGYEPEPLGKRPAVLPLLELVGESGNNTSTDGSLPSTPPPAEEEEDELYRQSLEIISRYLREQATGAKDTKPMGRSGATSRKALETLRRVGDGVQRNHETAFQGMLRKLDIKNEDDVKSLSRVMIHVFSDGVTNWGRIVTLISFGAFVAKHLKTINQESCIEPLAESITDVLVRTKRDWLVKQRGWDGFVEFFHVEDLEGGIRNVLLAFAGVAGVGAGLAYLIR
RGS8-Gao – modulates binding of RGS8 to human Galphao | multiplexed bead flow cytometry; actives lie on both sides | response (percent of control binding), % at 10 µM | 220,000 compounds, 0.34% hits; in the data active = response below about 60% or above about 140%; inactive = in between;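 also: Galphao activated as the GDP aluminium fluoride complex binding bead-coupled RGS8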
Target sequence (P09471 whole entry, looked up): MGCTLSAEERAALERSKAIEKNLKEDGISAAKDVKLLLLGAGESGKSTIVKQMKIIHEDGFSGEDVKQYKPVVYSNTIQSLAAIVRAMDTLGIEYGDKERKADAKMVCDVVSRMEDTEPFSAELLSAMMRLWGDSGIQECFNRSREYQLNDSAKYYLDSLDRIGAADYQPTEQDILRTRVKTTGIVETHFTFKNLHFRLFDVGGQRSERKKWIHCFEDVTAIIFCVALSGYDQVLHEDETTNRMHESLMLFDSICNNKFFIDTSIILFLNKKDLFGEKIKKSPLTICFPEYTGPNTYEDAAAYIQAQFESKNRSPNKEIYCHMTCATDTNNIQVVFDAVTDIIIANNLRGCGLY
Cdc42 wt GTP – modulators (inhibitors or activators) of GTP binding to human Cdc42 wildtype; P60953; GST-Cdc42 beads, Bodipy-GTP binding, flow cytometry; actives lie on both sides; percent activity (GTP binding), % at 10 µM; 190,000 compounds, 0.2% hits; AID 761;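 active = percent activity GTP binding at least 20 points away from the 100% baseline, either down as inhibitor or up as activator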;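 also: median bead fluorescence of bound Bodipy-FL-GTP at 100 nM; 0% = excess unlabeled GTP control and 100% = no compound control; below 100% means less GTP binding so inhibitor and above means activator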
Target sequence (P60953 whole entry, looked up): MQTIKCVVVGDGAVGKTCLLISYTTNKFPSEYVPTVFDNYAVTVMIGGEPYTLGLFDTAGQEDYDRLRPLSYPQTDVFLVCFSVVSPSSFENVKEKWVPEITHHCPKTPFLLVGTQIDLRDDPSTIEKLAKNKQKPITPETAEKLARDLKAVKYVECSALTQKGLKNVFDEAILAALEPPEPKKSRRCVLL
Pf gametocyte – P. falciparum stage V gametocyte viability inhibition. inhibition, % at 10.9 µM. P. falciparum stage V gametocytes, ATP luminescence, 24 h. 150,000 compounds, 0.065% hits. AID 743093;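 active = inhibition above the mean plus 3 SD of compounds within the control limits, set per campaign, cut at about 38% in these data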;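 also: 0% = DMSO wells and 100% = medium only without gametocytes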
Rab2 wt GTP – changes GTP binding to wildtype dog Rab2A, up or down; P61105; GST-Rab2 wt beads, Bodipy-GTP binding, flow cytometry; GTP binding activity, % at 10 µM; 190,000 compounds, 0.19% hits; AID 760;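 active = GTP binding activity at least 20 points away from 100%, either lowered or raised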;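 also: 0% = beads with excess unlabeled GTP and 100% = no-compound control corrected for plate trend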
Rac1 act GTP bind – human Rac1 activated mutant GTP binding change; AID 764; P63000; 190,000 compounds, 0.11% hits; GST-Rac1 activated beads, fluorescent GTP binding, flow cytometry; actives lie on both sides; 100% means binding = to untreated wells; percent activity (GTP binding), % at 10 µM;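 active = GTP binding at least 20 percentage points away from the 100% baseline, in either direction, so actives lie on both sides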
Rab7 wt modul – dog Rab7 wildtype GTP binding, inhibitors and activators; GST-Rab7 beads, fluorescent GTP binding, flow cytometry; actives lie on both sides; untreated = 100%, excess cold GTP = 0%; GTP binding activity (percent of control), % at 10 µM; 190,000 compounds, 0.055% hits;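 active = fluorescent GTP binding to Rab7 beads changed by at least 20 points from the 100% baseline, either direction, mostly lower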;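 also: median green fluorescence of bound Bodipy-FL-GTP per Rab7 bead population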
Mcl1-Noxa inh – Mcl-1/Noxa interaction inhibition | AID 1022 | inhibition, % at 21.7 µM | Q07820 | 220,000 compounds, 1.5% hits | TR-FRET Mcl-1/Noxa peptide binding, 2 h;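 active = compounds that cut the protein-peptide binding signal by more than 50% relative to plate controls in a single-dose test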;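 also: His-tagged Mcl-1 with rhodamine Noxa BH3 peptide and terbium anti-His antibody; 0% = Mcl-1 plus Noxa peptide wells and 100% = peptide-only wells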
HRas wt GTP bind – changes GTP binding to wildtype human HRas. P01112. GST-Ras wt beads, Bodipy-FL-GTP binding, flow cytometry; actives lie on both sides. AID 759. GTP binding activity, % at 10 µM. 190,000 compounds, 0.14% hits;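 active = GTP binding activity at least 20% away from the 100% baseline, either lowered as inhibitor or raised as activator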;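 also: 0% = unlabeled GTP competition control and 100% = no-compound control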
Target sequence (P01112 whole entry, looked up): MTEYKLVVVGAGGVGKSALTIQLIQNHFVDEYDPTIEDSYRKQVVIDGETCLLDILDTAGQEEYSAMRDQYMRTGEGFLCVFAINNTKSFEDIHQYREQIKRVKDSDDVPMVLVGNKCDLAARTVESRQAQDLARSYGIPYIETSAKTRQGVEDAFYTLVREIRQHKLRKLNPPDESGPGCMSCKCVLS
Bim-Mcl-1 – disrupts Bim peptide binding to human Mcl-1. Q07820. Bead-based flow cytometry, Bim peptide-Mcl-1 binding. inhibition, % at 10 µM. 190,000 compounds, 0.1% hits. AID 1009; in the data active = inhibition above about 40%;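 also: 0% = no compound tracer wells and 100% = peptide blocker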
* hit, by the source's call; nt = no result given.

SMILES	Rac1 wt modul	Mcl1 Bid PPI	RGS8-Gao	Cdc42 wt GTP	Pf gametocyte	Rab2 wt GTP	Rac1 act GTP bind	Rab7 wt modul	Mcl1-Noxa inh	HRas wt GTP bind	Bim-Mcl-1
Cn1c(=O)[nH]c(Nc2ccccc2)c([N+](=O)[O-])c1=O	94.0	9.3	102.0	92.0	-3.8	95.0	91.0	99.0	21.6	97.0	0.0
c1ccc2nc(N3CCCC3)c(N3CCCC3)nc2c1	102.0	-30.5	101.2	103.0	-19.1	100.0	99.0	107.0	4.2	103.0	-2.0
CCCCC(=O)Nc1ccc(C(=O)Nc2ccc(S(=O)(=O)N3CCCC3)cc2)cc1	95.0	-0.1	102.3	95.0	nt	97.0	94.0	96.0	4.5	97.0	-4.0
Cc1ccc(NC(=O)CN(C)c2ccc(S(=O)(=O)N3CCN(C)CC3)cn2)cc1	104.0	-24.6	100.5	100.0	-25.1	103.0	99.0	100.0	6.6	98.0	-1.0
Cc1cccc(-n2nc(C)c3c(C(=O)O)cc(-c4cccs4)nc32)c1	91.0	15.8	100.8	91.0	5.9	94.0	91.0	91.0	16.2	94.0	0.0
Cc1cccc(C)c1NC(=O)CN1C(=O)S/C(=C\c2cccn2C)C1=O	101.0	-9.6	103.9	98.0	nt	97.0	99.0	97.0	16.6	99.0	0.0
O=C1c2ccccc2C(=O)N1Cc1nc(-c2ccccn2)no1	95.0	-8.8	103.3	97.0	nt	96.0	95.0	94.0	4.6	96.0	-1.0
CCOCCCn1c(C)nc2c(c1=O)c1nc3ccccc3nc1n2CCC1=CCCCC1	100.0	65.9*	102.8	100.0	nt	97.0	96.0	99.0	12.2	98.0	-3.0
O=C(COc1ccc([N+](=O)[O-])cc1)NC(C(=O)O)C(O)c1cccc([N+](=O)[O-])c1 (stereo not given)	95.0	-18.0	104.0	96.0	-1.2	94.0	95.0	93.0	17.3	96.0	1.0
CN(C)/N=C/c1ccc(Sc2ccc([N+](=O)[O-])cc2[N+](=O)[O-])o1	93.0	-14.8	112.1	92.0	5.0	92.0	90.0	97.0	36.8	92.0	-4.0
COCCCNC(=O)CC(NCCCOC)C(=O)O (stereo not given)	102.0	8.9	101.2	102.0	-9.4	97.0	100.0	97.0	8.2	100.0	6.0
O=C(CCC1CCCCC1)Nc1c2c(nn1-c1ccc(F)cc1)CS(=O)C2 (stereo not given)	104.0	-39.6	101.4	100.0	nt	102.0	97.0	102.0	0.7	103.0	0.0
Cc1nc(OCc2ccccc2)c2sc3nc4c(cc3c2n1)COC(C)(C)C4	102.0	-0.2	99.8	102.0	nt	102.0	100.0	97.0	7.6	102.0	0.0
CC(C)c1cccc(C(C)C)c1NC(=O)COc1nncc2ccccc12	104.0	-16.2	98.3	101.0	-2.3	99.0	99.0	104.0	1.2	99.0	0.0
COc1ccc(CN(Cc2ccc(C(=O)O)cc2)C(=S)Nc2ccc(C)cc2)cc1OC	102.0	-26.3	104.8	92.0	nt	97.0	94.0	104.0	1.5	97.0	-3.0
CC(C)n1nnnc1SCC(=O)NCc1cccs1	101.0	49.6	101.2	103.0	nt	102.0	101.0	100.0	24.0	103.0	0.0
COc1ccc(NC(=O)c2cccc(C#N)c2)cc1NS(=O)(=O)c1ccc(F)cc1	102.0	-55.4	104.5	93.0	nt	94.0	97.0	95.0	29.2	97.0	0.0
CCOc1ccc(Cl)cc1CSc1n[nH]c(C)n1	96.0	-21.3	103.6	96.0	4.8	94.0	97.0	92.0	5.8	94.0	2.0
O=C1CC(SCc2nc3ccccc3[nH]2)C(=O)N1c1ccc(F)cc1 (stereo not given)	95.0	-18.0	103.5	99.0	-20.4	98.0	95.0	97.0	-4.5	99.0	-5.0
CC12CCC(C(=O)N(CSC(=S)N/N=C\c3ccccc3)C1=O)C2(C)C (stereo not given)	107.0	-61.5	103.2	103.0	nt	102.0	100.0	100.0	-39.6	103.0	-4.0
Cc1nccc2oc(=O)c(NC(=O)c3ccc(Cl)cc3)cc12	88.0	-0.4	100.4	92.0	nt	97.0	89.0	98.0	9.7	91.0	-2.0
c1ccc2c3c([nH]c2c1)-c1[nH]ncc1CC3	107.0	-21.7	99.2	105.0	nt	104.0	103.0	104.0	-2.6	104.0	-2.0
CCOC(=O)C1CCN(C(=O)COc2ccc(Cl)cc2Cl)CC1	105.0	-7.3	102.1	103.0	nt	100.0	98.0	102.0	-1.6	100.0	-2.0
O=C(Cn1nnc2c(cnn2-c2ccc(F)cc2)c1=O)Nc1ccccc1C(F)(F)F	98.0	-27.3	101.6	99.0	-13.0	99.0	95.0	105.0	3.1	99.0	-4.0
O=C(COC(=O)/C=C/c1cccc([N+](=O)[O-])c1)NCc1ccc2c(c1)OCO2	85.0	-3.5	98.3	82.0	nt	82.0	79.0*	98.0	-0.1	88.0	0.0
O=C(Cn1ncc2c(=O)oc3ccccc3c21)NCC1CCCO1 (stereo not given)	105.0	-0.6	103.7	104.0	nt	103.0	100.0	100.0	4.1	101.0	0.0
Cc1cnnn1-c1ccc([N+](=O)[O-])cc1	102.0	4.8	98.7	101.0	-17.1	103.0	96.0	105.0	-1.7	99.0	0.0
COc1ccc(-c2nnc(SCC(=O)N3CCCCC3)o2)c(OC)c1	103.0	-16.5	103.5	100.0	nt	101.0	98.0	98.0	3.9	102.0	0.0
COc1ccc(-c2cc(N)n(CCC#N)n2)c(OC)c1	108.0	-70.0	100.2	101.0	nt	100.0	101.0	103.0	-3.0	103.0	-61.0
Cc1nnsc1C(=O)NC1CCCCC1	100.0	-7.4	100.8	104.0	18.0	103.0	101.0	99.0	-8.2	104.0	-2.0
CC(=O)c1cc(-c2ccccc2)n(CCC(=O)NCc2cccs2)c1C	100.0	-23.7	98.9	98.0	nt	100.0	97.0	100.0	13.6	99.0	-1.0
N#Cc1ccc(-c2ccc(Cl)cc2)nc1SCC(=O)c1cccc(Cl)c1	106.0	-9.4	96.5	99.0	nt	104.0	100.0	103.0	-14.1	102.0	0.0
O=C(/C=C/Nc1ccc(F)cc1F)c1cccs1	103.0	-39.3	98.8	101.0	-13.0	100.0	97.0	101.0	-3.6	100.0	-1.0
O=C1OCC2=C1C(c1ccc(F)cc1)c1cc3c(cc1N2)OCCO3 (stereo not given)	94.0	-22.8	101.8	91.0	nt	96.0	94.0	101.0	1.3	95.0	-1.0
O=C(NCCN1CCOCC1)c1cc(-c2ccco2)on1	100.0	-18.9	101.5	102.0	1.6	98.0	96.0	103.0	11.2	101.0	-2.0
COc1ccc(/C=N/NC(=O)c2ccccc2OCc2ccccc2)c(OC)c1	99.0	-12.4	106.3	97.0	1.3	97.0	97.0	97.0	6.2	98.0	0.0
C=CCOC(=O)CCC(=O)Nc1cccc2ccccc12	93.0	-6.4	101.7	99.0	15.5	97.0	98.0	96.0	1.8	99.0	-3.0
C=CCn1c(CCC(=O)O)ccc1-c1ccc(OC)cc1	107.0	-15.2	100.0	101.0	nt	103.0	100.0	100.0	22.3	102.0	1.0
COc1ccc(OC)c(C2C(C(=O)Nc3cccnc3)=C(C)NC3=C2C(=O)CCC3)c1 (stereo not given)	92.0	-19.8	101.0	93.0	nt	92.0	91.0	98.0	5.9	95.0	1.0
CS(=O)(=O)c1ccc(Cl)c(C(=O)O)c1	111.0	-11.1	104.4	109.0	nt	102.0	105.0	98.0	13.5	104.0	1.0
CN1CCN(S(=O)(=O)c2ccc(NC(=S)NC(=O)C(C)(C)C)cc2)CC1	99.0	-58.3	105.8	95.0	nt	98.0	96.0	98.0	10.8	98.0	-1.0
Cc1ccccc1Nc1nc(N)nc(COC(=O)C2CCCCC2)n1	102.0	-5.6	80.2	99.0	nt	97.0	98.0	103.0	11.2	98.0	-29.0
CCCCOC(=O)c1nc(Cl)c(Cl)c(N)c1Cl	102.0	-1.0	101.4	102.0	1.4	100.0	100.0	99.0	2.3	100.0	-3.0
CCN(CC)c1ccc2cc(S(=O)(=O)c3ccc(Cl)cc3)c(=O)oc2c1	96.0	-1.8	97.4	95.0	nt	94.0	94.0	93.0	-23.7	92.0	11.0
COc1ccccc1NC(=S)N(Cc1cccnc1)Cc1ccco1	98.0	-18.3	102.5	96.0	-7.9	95.0	95.0	93.0	-8.8	94.0	2.0
COc1ccc(S(=O)(=O)NCCOc2ccccc2)cc1-n1cnnn1	100.0	-25.2	100.5	100.0	nt	101.0	94.0	104.0	-3.4	100.0	-1.0
CC(C)=CC(=O)Nc1ccc(OCc2ccccc2)cc1	101.0	-26.4	102.0	95.0	nt	102.0	97.0	103.0	17.7	98.0	0.0
Cn1c(N)c(C(=O)COC(=O)c2cccc(S(=O)(=O)N3CCCCC3)c2)c(=O)n(C)c1=O	99.0	-15.9	98.4	100.0	-11.5	96.0	98.0	98.0	-2.4	97.0	0.0
Brc1ccc(-c2nn3c(-c4ccco4)nnc3s2)o1	84.0	-29.9	100.7	92.0	-8.2	89.0	90.0	92.0	50.3	90.0	4.0
Cc1ccc(C)c(NC(=O)Cn2c([N+](=O)[O-])cnc2C)c1	99.0	-7.1	101.0	100.0	-11.0	102.0	99.0	104.0	-1.4	101.0	2.0
Next compounds follow:
SMILES	Rac1 wt modul	Mcl1 Bid PPI	RGS8-Gao	Cdc42 wt GTP	Pf gametocyte	Rab2 wt GTP	Rac1 act GTP bind	Rab7 wt modul	Mcl1-Noxa inh	HRas wt GTP bind	Bim-Mcl-1
O=C(c1cccnc1)N1C2CCC1CC(O)(c1ccc(F)cc1)C2 (stereo not given)	94.0	-7.1	99.2	97.0	nt	95.0	95.0	95.0	-1.0	96.0	2.0
COC(=O)[C@@]1(Cc2ccc(OC)cc2)[C@H]2c3cc(C(=O)N4CCCC4)n(CCn4cc([N+](=O)[O-])nc4C)c3C[C@H]2CN1C(=O)c1ccccc1	110.0	-6.9	103.2	109.0	14.0	103.0	100.0	100.0	-10.2	102.0	-4.0
Cc1ccc(N2C=Nc3ccc(C)c4nc(C)cc2c34)cc1	107.0	-12.5	101.2	101.0	-30.6	102.0	100.0	102.0	0.7	102.0	-1.0
O=C1C2CCCN2C(c2ccccc2F)N1c1cccc(Cl)c1 (stereo not given)	106.0	-2.8	102.4	101.0	nt	101.0	101.0	98.0	8.3	100.0	-1.0
Cc1nn(C)cc1CNC(=O)Nc1ccc(Br)cc1Cl	98.0	-3.2	102.0	101.0	nt	99.0	100.0	97.0	17.9	100.0	-2.0
CCCCCOc1ccc(Cl)cc1CN1CCOCC1	98.0	-13.6	103.0	98.0	8.3	100.0	99.0	103.0	23.0	101.0	0.0
Brc1ccc(-c2nc(-c3ccccc3)no2)o1	104.0	13.7	97.4	103.0	-4.8	99.0	98.0	100.0	6.5	101.0	0.0
O=C(NCCc1ccccc1)c1n[nH]c(=O)c2ccccc12	99.0	-19.0	102.3	99.0	nt	99.0	99.0	96.0	-0.9	96.0	-2.0
CC(=O)c1ccc(-c2nnc(CCC(=O)N(C)Cc3cnc4ccccn34)o2)s1	92.0	-21.5	123.7	95.0	2.0	97.0	94.0	97.0	-12.8	93.0	0.0
